Screens: PubChem, several laboratories
NR2E3 ag-1: activates human NR2E3 receptor. Q9Y5X4. CHO-S Gal4-NCOR/VP16-NR2E3 two-hybrid, luciferase. inhibition of corepressor binding, % at 3.98 µM. actives 0.35% (n = 360,000). AID 602229;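 active means inhibition above the mean of all tested compounds plus 3 SD, cut at about 70% in these data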;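 further: 0% = DMSO with NR2E3 transfected cells and 100% = cells lacking NR2E3 construct; higher means lower luciferase signal from less NR2E3 corepressor binding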
Target sequence (Q9Y5X4 whole entry, looked up, the tested form may be a part): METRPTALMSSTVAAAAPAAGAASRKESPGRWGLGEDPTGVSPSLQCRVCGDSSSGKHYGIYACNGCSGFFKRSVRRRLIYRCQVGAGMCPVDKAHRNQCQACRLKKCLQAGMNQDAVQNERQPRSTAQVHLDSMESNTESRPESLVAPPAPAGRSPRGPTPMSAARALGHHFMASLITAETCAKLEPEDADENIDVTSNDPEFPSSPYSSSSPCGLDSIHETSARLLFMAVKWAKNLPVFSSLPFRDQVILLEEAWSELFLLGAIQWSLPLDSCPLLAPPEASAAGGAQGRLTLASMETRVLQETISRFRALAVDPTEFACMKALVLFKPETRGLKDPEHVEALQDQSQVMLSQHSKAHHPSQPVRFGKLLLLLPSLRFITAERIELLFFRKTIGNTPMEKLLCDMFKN
TRPM1 prom inh: reduces MITF-dependent TRPM1 promoter luciferase signal. SK-MEL-5 TRPM1 promoter luciferase, 24 h. inhibition, % at 12.5 µM. actives 0.83% (n = 330,000). AID 488899;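 active means mean inhibition across replicates of 60% or more, whatever share of single replicates reaches that level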; further: values of inactives mirror those of a sister screen read the other way
aDG glyco up: increases alpha dystroglycan glycosylation | Pro5-aDG cells, alpha-DG glycosylation AlphaScreen (IIH6); 0% Pro5, 100% B10-LARGE cell signal | activation, % at 10 µM | actives 0.22% (n = 360,000) | AID 624168;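 active means activation of at least 8% versus controls, or a plate z-score of at least 8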;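 further: Pro5 are CHO cells carrying HIG-tagged alpha-DG that lacks glycosylation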
HIF-2a inh: inhibitors of HIF-2a | actives 0.72% (n = 360,000) | AID 624352 | 786-0 RCC cells HIF-2a reporter, luciferase luminescence, overnight | inhibition, % at 18.8 µM;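 active means inhibition of the luminescence signal of 40% or more relative to plate controls, in a single-dose primary screen at 18.75 µM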
iPSC survival up: enhancers of human iPSC single-cell survival. hiPSC single-cell survival, ATPlite luminescence; 100% = ROCK inhibitor wells, 0% = DMSO. survival enhancement, % at 20 µM. actives 0.044% (n = 360,000). AID 602274; in the data active means survival enhancement above about 18%;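 further: cells exposed to compounds for 16 hours before the ATP read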
Shn3 inh set2: inhibitors of Schnurri-3 3'UTR reporter in osteoblasts | Clone20 osteoblast Shn3 3'UTR firefly luciferase, 24 h | inhibition, % at 12.5 µM | actives 0.52% (n = 360,000);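 active means mean inhibition of at least 75% with every replicate also reaching 75%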;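 further: 0% = median of neutral control wells and 100% = pilot-screen positive control compound; some compounds past the cut are filed as inactive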
NR2E3 ag-2: agonists of human nuclear receptor NR2E3 | AID 2300 | Q9Y5X4 | inhibition of corepressor binding, % at 4.78 µM | actives 0.12% (n = 320,000) | GST-NR2E3/biotin-RetCOR TR-FRET, 1536-well;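 active means percent inhibition above the cutoff of mean plus 3 SD of all tested compounds, set per screening campaign, cut at about 20% in these data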;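 further: 0% = DMSO wells and 100% = biotin wells as full block of FRET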
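Test system: GST-NR2E3 and biotin-RetCOR proteins | Quantity: 1.35 nM GST-tagged NR2E3 final | Medium: Tris pH 7.5 | Also added: 7 nM biotin-RetCOR | Dosing: Compound at 4.8 µM, single dose | Timing: 5 h at 4 °C | Detection: Time-resolved FRET | Read-out basis: Percent inhibition | Benchmarks: Biotin wells as high control, 0.6% DMSO wells as low control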
TWEAK-Fn14 inh: blocks TWEAK-Fn14 interaction in a reporter cell assay | actives 2% (n = 360,000) | AID 1159606 | TWEAK-stimulated Fn14 reporter cells, luciferase luminescence, 8 h | inhibition, % at 10 µM; in the data active means inhibition above about 50%
KKLEB cytotox: counter-screen for CF NF-kB inhibitors: cytotoxicity; activity change (cytotoxicity), % at 5 µM; KKLEB CF airway cells viability, ATPlite luminescence, overnight; stronger effect = lower value; cells stimulated with P. aeruginosa culture filtrate; actives 0.36% (n = 360,000);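 active means corrected activity change at or below -50% at 5 µM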
Peg3 promoter: reduces Peg3 promoter-driven luciferase expression in HeLa; HeLa PEG-Prom luciferase reporter, luminescence, overnight; inhibition, % at 20 µM; actives 1.7% (n = 360,000);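 active means inhibition of at least 50% at 20 µM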
CF NFkB inh: blocks PAF-induced NF-kB reporter in cystic fibrosis cells; actives 0.86% (n = 360,000); inhibition, % at 5 µM; AID 588850; KKLEB NF-kB-GFP reporter, GFP fluorescence overnight;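 active means at least 50% inhibition at 5 µM, scaled per plate between neutral and stimulator controls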;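 further: PAF is a Pseudomonas aeruginosa culture filtrate used as stimulus; plate controls were PAF-stimulated DMSO wells for no effect and unstimulated DMSO wells for full effect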
* = called active by the depositor; x = no result given. Outcome played no part in choosing rows; about 4.4% have a hit in one of these screens.

cpd	Structure	aDG glyco up	Shn3 inh set2	Peg3 promoter	KKLEB cytotox	NR2E3 ag-1	CF NFkB inh	HIF-2a inh	TWEAK-Fn14 inh	TRPM1 prom inh	NR2E3 ag-2	iPSC survival up
1	O=C(CSc1nc2[nH]ncc2c(=O)[nH]1)Nc1ccc(Cl)cc1	0.2	-16	-1	-2	0	16	9	5	-4	-3	-0.4
2	O=[N+]([O-])c1ccc(Oc2ccc(S(=O)(=O)N3CCOCC3)cc2)cc1	0.0	16	-6	2	10	-11	6	-2	14	7	2.5
3	COC(=O)C1CCN(C(=O)c2cc(=O)[nH]c3ccccc23)CC1	0.4	-7	20	-2	-28	3	10	5	3	2	0.3
4	COc1cccc2c1C1(O)C2CCCCCCCCCC12OCCCO2 (centres undefined)	0.1	1	19	-12	-30	9	-3	-57	-12	x	1.3
5	CSCCC(NS(=O)(=O)c1ccc2c(c1)OCCO2)C(=O)N(C)Cc1ccc(C)cc1 (centres undefined)	-0.1	14	18	-13	-33	6	14	15	9	-2	-0.3
6	COc1ccc(NC(=O)CN2C(=O)NC(C)(Cc3ccc(OC)c(OC)c3)C2=O)cc1 (centres undefined)	-0.2	11	4	-1	2	-3	10	-10	x	x	-1.3
7	Cc1cc(C(F)(F)F)n2nc(C(=O)O)c(Cl)c2n1	-0.1	-9	6	-3	-12	14	12	-2	-3	-2	0.4
8	S=C(NCc1ccco1)Nc1cccc(Cl)c1	-0.1	18	2	10	-20	0	-19	3	8	2	-3.5
9	CCOc1ccc(C(=O)Nc2cc(Cl)ccc2-n2cncn2)cc1OC	0.0	0	7	14	-19	0	19	-1	21	1	0.5
10	Nc1nonc1-n1nnc(C(=O)N/N=C/c2cccc(Cl)c2)c1CN1CCCCCC1	0.3	-12	4	13	-12	-14	-11	-19	4	0	1.3
11	COC(=O)COc1ccc2cc(-c3ccc(OC)cc3)c(=O)oc2c1	-0.1	-18	-2	-1	-8	11	11	7	-5	-2	-0.4
12	COCCCNCCCCOc1ccc(OCc2ccccc2)cc1	4.4	-59	-134	-3	-28	20	-154	-1	-26	5	-0.1
13	N#Cc1sc2nc(-c3cccs3)cc(-c3ccccc3)c2c1N	0.3	21	0	2	-3	-21	-30	6	-38	1	-0.6
14	Cc1ccc(S(=O)(=O)N(Cc2cccc(Cl)c2)C(=O)N2CCN(C)CC2)cc1	0.0	7	-6	-3	16	8	10	-1	0	2	0.1
15	O=[N+]([O-])c1ccc(-c2cn3nc(-c4ccccc4)c(-c4ccccc4)nc3n2)cc1	0.1	x	-28	-8	7	4	-7	-7	x	2	3.1
16	CCN(CCO)C(=S)Nc1cc(C(=O)OC)ccc1C(=O)OC	0.0	10	-14	2	7	-29	5	0	-1	1	-0.5
17	C/C(=N\S(=O)(=O)c1ccc(C)cc1)N1CCN(S(=O)(=O)c2ccccc2)C1C(C)C (centres undefined)	0.1	9	8	-8	-1	-23	-7	-1	15	-2	7.2
18	Cc1ccc(CCNC(=O)CN(c2cc(C)cc(C)c2)S(=O)(=O)c2c(C)noc2C)cc1	-0.1	1	-5	12	-4	-17	12	3	10	2	-0.5
19	O=C(COC(=O)c1ccccc1)Nc1cc(Cl)ccc1Oc1ccccc1	0.4	-43	15	1	-3	17	-17	-4	-8	2	-0.2
20	CCN1CCN(Cc2c(O)ccc3c2O/C(=C\c2ccc(C)cc2)C3=O)CC1	-0.5	-6	16	2	8	-9	-3	-9	4	-5	2.8
21	CC(=O)N1CCN(S(=O)(=O)c2ccc(S(=O)(=O)NC3CCCCC3)cc2)CC1	0.0	-7	10	0	-19	-5	13	1	-9	-2	0.5
22	Cc1ccccc1NS(=O)(=O)c1cc(C(=O)NCc2ccco2)ccc1C	0.2	-15	18	7	18	-6	18	21	-4	0	-2.4
23	O=C(O)c1cc(=O)c2ccccc2[nH]1	0.1	-1	2	5	-11	14	11	-5	13	-2	-2.2
24	Cc1cccn2c(=O)c3cc(C(=O)NC4CCCC4)c(=N)n(Cc4ccc(F)cc4)c3nc12	0.7	7	58*	9	-22	20	-3	-15	-2	-1	-0.4
25	CC1CC(C)CN(CCCNC(=O)c2ccc(CS(=O)(=O)Cc3cccc(Cl)c3)o2)C1 (centres undefined)	-0.2	-2	-16	6	2	3	4	-4	-4	2	-0.5
26	Cc1cccc(/C(N)=N/OC(=O)Cc2ccccc2)c1	0.4	-68	-152	-1	-41	2	-239	-11	-69	5	-2.1
27	CSc1c(C#N)c(N)c(C#N)c2c1COC(C)(C)C2	0.0	-9	11	0	-11	16	14	24	-6	5	9.0
28	Cc1nnc(SCC(=O)Nc2ccc(-c3nc4ccccc4s3)cc2)s1	-0.1	-10	-178	-17	-145	-28	-124	77*	-13	4	-2.5
29	CCCN1C2CCCC1CC(NC(=O)c1cc(OC)c(OC)c(OC)c1)C2 (centres undefined)	-0.1	-18	16	-6	-9	8	16	-2	8	-2	0.2
30	Cc1cn([C@H]2C[C@H](O)[C@@H](CCC(=O)NCC3CCCO3)O2)c(=O)[nH]c1=O (some centres undefined)	-0.1	-6	3	-1	-1	11	10	2	x	x	-1.9
31	Cc1ccc(C(C)C)c(OCC(=O)NN2C(=O)c3ccccc3C2=O)c1	-0.1	-6	-5	10	-18	-9	17	3	11	-1	-0.2
32	Cc1ccc(N(C(=O)Cn2nnc3ccccc32)C(C(=O)NC2CCCCC2)c2cn(C)nc2C)cc1 (centres undefined)	0.1	-11	-19	-1	-28	14	-44	29	-2	3	3.3
33	O=C(NC(=S)Nc1ccccc1N1CCOCC1)c1ccc(-c2cc(Cl)ccc2Cl)o1	0.3	4	-14	-10	6	0	8	13	18	-3	0.8
34	NC12NC(=O)C3(O)C4C5CC(C6C5C3C61)C42 (centres undefined)	0.0	8	6	-1	-4	-4	7	-1	3	4	1.4
35	COc1cc(/C=N/N(C)S(=O)(=O)c2ccc(C)cc2)cc([N+](=O)[O-])c1O	0.1	-10	13	-6	25	27	3	9	9	2	2.4
36	COc1ccc(C(=O)CC(=O)C(=O)Nc2ccccc2)cc1	0.0	-22	-40	7	-17	3	-132	-1	-3	6	0.5
37	CC1Cc2ccccc2N1Cc1cc(=O)c(OCC(=O)Nc2ccccc2)co1 (centres undefined)	0.1	6	15	-22	2	26	-2	11	8	-3	-0.6
38	CC(Sc1nnnn1-c1ccc(O)cc1)C(=O)NC1CCCCC1C (centres undefined)	-0.4	3	19	15	19	-36	4	-4	-10	0	-0.3
39	CC(=O)NC12CC3CC(C1)CC(C(=O)N1CCN(C(=O)c4ccco4)CC1)(C3)C2	0.1	-4	-2	-3	2	16	8	-15	3	1	-0.5
40	CCOc1ccccc1CNC(=O)c1ccccc1NC(=O)C1=CSCCO1	-0.2	33	18	-16	-13	1	-5	6	12	0	0.0
41	COC(=O)CCN(C(=O)c1ccc(Cl)c([N+](=O)[O-])c1)c1ccccn1	0.2	-19	7	3	29	6	15	-6	-10	-3	1.1
42	COc1ccc(CC(=O)N(C)CC(=O)Nc2ccccc2Cl)cc1S(=O)(=O)N1CCOCC1	-0.3	-5	-9	-12	13	32	11	8	3	0	0.1
43	O=C(O)C12C[C@H]3C[C@@H](C1)CC(n1ncc(N4CCN(c5ccccc5)CC4)c(Cl)c1=O)(C3)C2	-0.1	5	11	4	-34	5	6	-8	4	2	0.3
44	CCOC(=O)CSc1nc(C)cc(C)c1C(N)=O	-0.3	-1	-1	-16	5	8	9	10	11	2	-1.2
45	CCC(C)NC(=O)CNS(=O)(=O)c1ccc(C)cc1 (centres undefined)	-0.1	-16	13	13	-16	-4	13	-1	1	6	-1.3
46	CC(=O)Nc1cccc(C(=O)/C=C/c2ccc[nH]2)c1	0.2	-18	-112	4	-41	3	-122	8	-46	-6	-0.8
47	COCCn1c(C)cc(C2=NNC(=Nc3ccc(OC)cc3)SC2)c1C	-0.3	10	-10	-7	-22	-10	-5	-3	6	-2	-2.0
48	O=C(C1CC1)N1CCN(c2ccc(O)cc2)CC1	0.8	12	6	12	22	-1	0	-6	-10	0	0.1
49	COc1cccc(-c2ccc3ncnc(N(C)Cc4ccco4)c3c2)c1	0.9	9	6	-11	-26	49	6	37	6	0	1.7
50	Cc1ccc(C)c(Cn2ncc3ccccc32)c1	0.1	-11	23	13	-27	-21	8	10	-4	-2	0.9
51	CCOC(=O)Oc1ccc2c(=O)c(Oc3cccc(C)c3)coc2c1	-0.1	-24	-122	10	-64	0	-106	5	-27	2	-1.7
52	Cc1ccc2[nH]c(C)c(CCNC(=O)C3CCCCC3C(=O)OCC(F)(F)F)c2c1 (centres undefined)	0.1	10	-5	9	-3	1	3	-2	0	-2	-0.4
53	CC(=O)N1C[C@H]2CON(C)[C@H]2C[C@H]1c1ccc(-c2cccnc2)cc1	0.0	-20	-3	-6	-34	10	-2	-1	x	x	5.0
54	Cn1cc(Cl)c(C(=O)N/N=C/c2ccc3c4c(cccc24)CC3)n1	0.9	-74	-380	-29	-104	-36	-190	-12	-77	-1	-0.3
55	COc1ccc(CCNC(=O)CS(=O)(=O)c2cn(CC(=O)N(C(C)C)C(C)C)c3ccccc23)cc1OC	0.1	-5	20	-16	15	13	17	-8	-1	3	-0.5
56	CC(C)=CCc1c2c(c3occ(-c4ccc(O)c(O)c4)c(=O)c3c1O)C=CC(C)(C)O2	-0.7	78	-21	-4	-45	19	-4	22	1	x	2.9
57	COCCCNC(=O)COc1ccc(S(=O)(=O)Nc2ccccc2)cc1	-0.3	-10	5	-18	9	-12	11	-4	5	0	-0.6
58	CCOc1ccc(N2C(=O)S/C(=C\c3ccc(O)c(OCC)c3)C2=O)cc1	0.0	-15	-35	1	3	-8	-13	-15	-16	1	-0.6
59	COc1cccc(C(=O)Nc2ccc(NC(=O)c3ccco3)c(Cl)c2)c1	0.8	-9	-103	2	-28	-7	-165	-17	-28	-1	0.2
60	COC(=O)c1cc(NC(=O)c2ccc(OC)cc2)c(=O)oc1C	-0.5	9	-11	16	-5	-12	-33	-19	-27	0	0.7
61	O=S(=O)(Nc1ccccc1)c1ccc(S(=O)(=O)N2CCCC2)cc1	0.2	16	-5	-17	-7	3	2	5	4	2	-0.2
62	O=C(c1ccco1)N1CCN(C(=O)c2ccc(Br)o2)CC1	-0.3	-17	3	-3	-31	-1	-2	-2	x	x	-0.7
63	COC(=O)C(C)NC(=O)C12CC3CC(CC(C3)C1)C2 (centres undefined)	-0.5	-3	3	-6	1	8	21	-2	9	1	-3.4
